Source: PubChem BioAssay
hcGAS inh – inhibitors of human cGAS | Q8N884 | AID 1259398 | 290,000 compounds, 0.081% hits | recombinant h-cGAS, ATP depletion, Kinase-Glo luminescence | inhibition, % at 12.5 µM; in the data active means inhibition above about 40%;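 further: 0% = vehicle reaction and 100% = reaction without DNA for no activity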
Target sequence (Q8N884 whole entry, looked up): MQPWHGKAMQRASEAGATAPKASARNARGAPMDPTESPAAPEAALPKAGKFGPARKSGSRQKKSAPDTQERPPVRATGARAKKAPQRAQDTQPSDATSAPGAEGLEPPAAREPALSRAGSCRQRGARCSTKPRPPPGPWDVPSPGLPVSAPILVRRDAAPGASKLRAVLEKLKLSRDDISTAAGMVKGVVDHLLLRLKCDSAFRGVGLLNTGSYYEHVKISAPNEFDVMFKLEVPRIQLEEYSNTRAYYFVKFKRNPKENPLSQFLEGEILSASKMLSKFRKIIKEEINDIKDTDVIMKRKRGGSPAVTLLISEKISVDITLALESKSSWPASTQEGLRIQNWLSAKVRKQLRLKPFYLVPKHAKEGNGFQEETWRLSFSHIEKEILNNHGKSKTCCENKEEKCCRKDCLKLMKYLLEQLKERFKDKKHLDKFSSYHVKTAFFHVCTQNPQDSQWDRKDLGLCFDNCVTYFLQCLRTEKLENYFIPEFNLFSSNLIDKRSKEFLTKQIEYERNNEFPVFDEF
Active calls of the source: *. Only part of the results is shown. The share of hits here may be higher or lower than overall.

SMILES	hcGAS inh
Cc1cc(CC(C)NCC(=O)Nc2c(C)cccc2C(C)C)n[nH]1 (stereo unspecified)	-4
Cc1csc(S(=O)(=O)N2CCC3(CCNCC3)C2)c1	-6
Cc1nn(C)c(C)c1P(=S)(N(C)C)N(C)C	-10
CCOC(=O)C1C(=O)N(CC)C23CCCCC2C1c1ccccc1O3 (stereo unspecified)	-3
c1ccc([C@@H]2CN(Cc3cccc4nonc34)[C@@H]3C4CCN(CC4)[C@@H]32)cc1	-3
COc1ccc(C2=CCN(Cc3cc(=O)c(O)co3)CC2)cc1	-3
Cc1cnc2c(C(=O)N3C[C@@H]4CN(C)C[C@]4(C(=O)O)C3)cnn2c1	-8
COP(=O)(OC)OC=C(Cl)Cl	-3

4 consecutive entries out of the list so far, for reference:
SMILES	hcGAS inh
c1ccc([C@@H]2CN(Cc3cccc4nonc34)[C@@H]3C4CCN(CC4)[C@@H]32)cc1	-3
COc1ccc(C2=CCN(Cc3cc(=O)c(O)co3)CC2)cc1	-3
Cc1cnc2c(C(=O)N3C[C@@H]4CN(C)C[C@]4(C(=O)O)C3)cnn2c1	-8
COP(=O)(OC)OC=C(Cl)Cl	-3
